# S100A4 inh HTS – inhibitors of S100A4-myosin IIA peptide binding, primary screen, biochemical, fluorescence polarization, TAMRA-MyoIIA peptide. inhibition, % at 10.7 µM. 0.14% of 360,000 active. Protein S100-A4 (Homo sapiens), P26447;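 active = mean inhibition of at least 70% across replicates, with every replicate also reaching that level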
# Target sequence (P26447 whole entry, looked up): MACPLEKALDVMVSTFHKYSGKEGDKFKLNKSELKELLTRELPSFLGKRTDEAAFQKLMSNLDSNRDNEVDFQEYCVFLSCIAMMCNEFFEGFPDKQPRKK
#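 assay system = human S100A4 monomer with TAMRA-labelled myosin IIA peptide | also added = labelled myosin peptide probe, 5 nM | incubation = 5 min between mix addition and reading | control set = DMSO and TFP controls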
# PGC1a acetyl inh – inhibitors of PGC1a acetylation signal, primary screen, cell-based, U2OS, AlphaScreen, inhibitor mode; AlphaScreen anti-acetyl-lysine; with virally co-expressed GCN5 acetyltransferase; inhibition, % at 15.6 µM; 0.17% of 350,000 active;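 active = every replicate shows inhibition of at least 40%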;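 note: 0% = neutral control wells and 100% = positive control wells; some results beyond the cut were filed as inactive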
# PAX8 reporter – inhibitors of PAX8-driven TPO luciferase reporter, primary screen, RMG-I cells, single concentration | inhibition, % at 12.6 µM | AID 652154, 2013 | 1.2% of 360,000 active | SteadyGlo, 24 h;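 active = mean replicate inhibition at least 60% with every replicate also reaching 60%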;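 note: luciferase light reporting Pax8 driven TPO promoter activity; plate controls were median of neutral control wells for no effect and mitoxantrone controls for full effect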
# ERAP1 HTS inh – human ERAP1 aminopeptidase inhibitors, primary screen, biochemical, single point, plate reader; 0.15% of 340,000 active; Endoplasmic reticulum aminopeptidase 1 (Homo sapiens), Q9NZ08; inhibition, % at 10.7 µM; AID 652197, 2013; recombinant ERAP1, Leu-AMC fluorescence, 60 min;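 active = mean replicate inhibition of at least 30%, or all replicates individually reaching that 30% level; inactive = mean below 30% and not every replicate reaching it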;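 note: 0% = neutral control wells and 100% = L-leucinethiol positive control wells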
# Target sequence (Q9NZ08 whole entry, looked up): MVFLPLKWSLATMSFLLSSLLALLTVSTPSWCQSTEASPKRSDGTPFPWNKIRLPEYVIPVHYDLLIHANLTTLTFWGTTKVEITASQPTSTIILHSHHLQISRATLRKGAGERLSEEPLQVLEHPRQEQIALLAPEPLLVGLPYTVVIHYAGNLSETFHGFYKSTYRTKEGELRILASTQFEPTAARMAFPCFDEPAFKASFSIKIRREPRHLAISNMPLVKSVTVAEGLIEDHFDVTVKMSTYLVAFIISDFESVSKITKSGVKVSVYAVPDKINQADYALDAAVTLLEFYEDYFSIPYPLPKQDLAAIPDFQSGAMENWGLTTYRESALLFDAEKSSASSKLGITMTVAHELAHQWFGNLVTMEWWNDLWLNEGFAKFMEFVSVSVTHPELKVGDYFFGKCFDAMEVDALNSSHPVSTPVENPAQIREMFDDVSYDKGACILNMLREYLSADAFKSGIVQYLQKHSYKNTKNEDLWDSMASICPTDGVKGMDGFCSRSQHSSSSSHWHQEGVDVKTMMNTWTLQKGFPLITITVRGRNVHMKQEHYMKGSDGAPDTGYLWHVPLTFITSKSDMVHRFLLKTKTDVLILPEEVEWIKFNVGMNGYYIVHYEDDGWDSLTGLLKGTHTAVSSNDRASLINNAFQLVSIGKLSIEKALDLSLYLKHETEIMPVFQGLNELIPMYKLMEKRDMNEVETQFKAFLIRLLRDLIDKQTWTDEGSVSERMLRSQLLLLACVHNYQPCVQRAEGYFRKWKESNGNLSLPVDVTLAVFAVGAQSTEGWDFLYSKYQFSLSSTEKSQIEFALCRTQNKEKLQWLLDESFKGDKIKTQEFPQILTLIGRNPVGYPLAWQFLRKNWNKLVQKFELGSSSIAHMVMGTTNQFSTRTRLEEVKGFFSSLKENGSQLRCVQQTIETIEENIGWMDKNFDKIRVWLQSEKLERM
# EWS-Fli inh – EWS/Fli-driven NR0B1 reporter inhibitors, primary screen, A673 cells, NR0B1 luciferase, luminescence, MLPCN library; AID 651661, 2012; inhibition, % at 12.6 µM; viability-normalised; 0.67% of 350,000 active;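 active = mean inhibition of at least 50% after viability correction, with every replicate also passing that limit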;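 note: firefly luciferase signal divided by Alamar Blue viability fluorescence both relative to DMSO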
# LGR2 inh – inhibitors of bursicon-induced LGR2 CRE-luciferase signal, primary screen, cell-based, HEK293, CRE-luciferase reporter, bursicon stimulation | bursicon-stimulated, 4 h | 0.35% of 380,000 active | Drosophila bursicon receptor LGR2 (rickets) | inhibition, % at 9.99 µM;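 active = drop in luminescence signal, shown as inhibition above about 50% in the replicate tests, limit read from the data, passing the limit was not always enough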;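 note: agonist challenge used bursicon conditioned medium at about half maximal strength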
# FN deposit inh – inhibitors of fibronectin matrix deposition, primary screen, AH1F cells, Alexa488-fibronectin fluorescence, plate reader. inhibition, % at 12.6 µM. 0.086% of 350,000 active. AH1F fibroblasts, overnight;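 active = mean inhibition across replicates of 30% or more, regardless of how many single replicates reach that level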;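 note: positive control wells lacked labelled fibronectin entirely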
#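 Measured by – fluorescence 485/525 nm · System – AH1F fibroblast monolayer, labelled fibronectin deposition · Amount – 10000 cells per well · Buffer or medium – serum-reduced DMEM (2% serum) · Doses – single dose, pinned · Also added – fluorescent fibronectin at 24 nM final · Schedule – 1 h cell attachment, overnight exposure to compound and label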
# PglD DTNB – C. jejuni PglD acetyltransferase inhibitors, primary screen, biochemical, DTNB colorimetric, single point. UDP-N-acetylbacillosamine N-acetyltransferase PglD (Campylobacter jejuni). purified PglD enzyme, DTNB colorimetric CoA detection. inhibition, % at 12.5 µM. 0.098% of 360,000 active. AID 602405, 2012; in the data active = inhibition above about 16%, passing the limit was not always enough; note: strong numbers were not always called active
# The depositor's hits bear a star; . = not tested or not shown.
# The first 2 compounds as a preview:
SMILES,S100A4 inh HTS,PGC1a acetyl inh,PAX8 reporter,ERAP1 HTS inh,EWS-Fli inh,LGR2 inh,FN deposit inh,PglD DTNB
OC[C@@H]1[C@H](c2ccc(-c3cccnc3)cc2)[C@H]2CN(CC3CC3)CCCCN12,39,-2,-27,.,0,-14,.,4
C[C@@H]1CN([C@@H](C)CO)C(=O)c2cc(C3=CCCCC3)cnc2O[C@@H]1CN(C)C(=O)C1CCOCC1,1,10,13,2,0,-2,3,2

# The listing (from the top)
SMILES,S100A4 inh HTS,PGC1a acetyl inh,PAX8 reporter,ERAP1 HTS inh,EWS-Fli inh,LGR2 inh,FN deposit inh,PglD DTNB
OC[C@@H]1[C@H](c2ccc(-c3cccnc3)cc2)[C@H]2CN(CC3CC3)CCCCN12,39,-2,-27,.,0,-14,.,4
C[C@@H]1CN([C@@H](C)CO)C(=O)c2cc(C3=CCCCC3)cnc2O[C@@H]1CN(C)C(=O)C1CCOCC1,1,10,13,2,0,-2,3,2
COc1ccc(NC(=O)N(C)C[C@@H]2Oc3ccc(NC(=O)Nc4c(C)noc4C)cc3CC(=O)N([C@@H](C)CO)C[C@@H]2C)cc1,-6,7,-20,-3,-18,11,7,4
Cc1noc(C)c1S(=O)(=O)Nc1ccc2c(c1)C(=O)N([C@H](C)CO)C[C@H](C)[C@H](CN(C)S(=O)(=O)c1c(C)noc1C)OCCCC[C@H](C)O2,5,4,27,-13,-2,10,0,0
CC(CN1CCN(CCOCCO)CC1)CN1c2ccccc2Sc2ccc(Cl)cc21 (stereo unspecified),5,.,6,-1,-6,13,-4,11
C/C(=N\NC(=O)c1n[nH]c2c1CCC2)c1ccco1,-1,-2,-25,5,24,41,-10,1
O=C(CCCc1ccccn1)c1ccc(-c2ccccc2)cc1,-2,14,-124,0,-78,-83,0,1
Cc1noc(C)c1NC(=O)Nc1ccc2c(c1)C(=O)N([C@@H](C)CO)C[C@H](C)[C@H](CN(C)S(=O)(=O)c1cccs1)OCCCC[C@H](C)O2,-17,.,1,-2,7,-5,0,0
O=C(O)[C@@H]1[C@@H](CO)[C@@H]2Cn3c(ccc(-c4ccccc4F)c3=O)[C@@H]2N1Cc1ccccc1,4,-1,12,1,-5,-12,-10,-4
CCN(CC)CC(O)CNc1ccnc2c(Cl)ccc(Cl)c12 (stereo unspecified),0,.,1,2,3,-2,-5,.

# The final 2 records of the section above come first, to join the parts.
SMILES,S100A4 inh HTS,PGC1a acetyl inh,PAX8 reporter,ERAP1 HTS inh,EWS-Fli inh,LGR2 inh,FN deposit inh,PglD DTNB
O=C(O)[C@@H]1[C@@H](CO)[C@@H]2Cn3c(ccc(-c4ccccc4F)c3=O)[C@@H]2N1Cc1ccccc1,4,-1,12,1,-5,-12,-10,-4
CCN(CC)CC(O)CNc1ccnc2c(Cl)ccc(Cl)c12 (stereo unspecified),0,.,1,2,3,-2,-5,.
COCC(=O)N1C[C@@H]2[C@H](c3ccccc31)[C@@H](CO)N2C(=O)C1CC1,-1,0,-4,-1,4,5,7,0
CN(C(=O)CCOc1ccccc1)c1c(N)n(Cc2ccccc2)c(=O)[nH]c1=O,3,-13,13,2,4,11,-10,5
CO[C@@H]1CN(C)C(=O)c2cc(NC(C)=O)ccc2OC[C@@H](C)N(C(=O)C2CC2)C[C@@H]1C,3,0,.,0,1,24,-1,2
Cc1ccc(C(=O)N/C(=C/c2ccco2)C(=O)NCc2ccco2)cc1,-5,0,3,1,8,6,11,4
O=S(=O)(NCCCN1CCOCC1)c1ccc2c(c1)OCCO2,0,-4,-1,1,-6,2,2,.
CC1CC(C)CN(C(=O)C(C)N2CCN(S(=O)(=O)c3ccc(Br)s3)CC2)C1 (stereo unspecified),-2,-1,9,0,11,-5,.,3
Cc1ccc(OCc2cc(C(=O)N3CCCCCCC3)no2)cc1C,3,-6,-91,0,.,-21,3,1
Cc1ccc(S(=O)(=O)N(C)C[C@@H]2Oc3ccc(NC(=O)NC(C)C)cc3C(=O)N([C@@H](C)CO)C[C@@H]2C)cc1,7,-7,2,0,3,7,-1,0
C[C@H]1CN([C@@H](C)CO)S(=O)(=O)c2ccc(-c3ccc(C(=O)N(C)C)cc3)cc2O[C@H]1CN(C)C(=O)C1CCC1,-8,-10,-15,-3,8,-28,13,-1
O=C(CCc1ccccc1)Nc1sc2c(c1C(=O)O)CCCC2,-1,-9,-6,4,-15,-33,1,1
Cc1ccccc1-c1cnc(C(O)c2ccccc2)[nH]1 (stereo unspecified),54,10,-171,10,-90,-38,-8,-1
O=C(Nc1ccc(F)c(Cl)c1)C1CCCCC1,-8,4,-17,2,-28,-2,12,-1
CC(=O)N1[C@H](CN(C(=O)c2ccccc2)C(C)C)[C@H](c2ccccc2)[C@@H]1CO,.,2,-3,.,-7,-21,.,2
CC(C)NC(=O)Cn1c(SCC(=O)NC2CCCC2)nc2ccccc21,-27,1,-5,3,0,22,0,1
Cc1c(C(=O)N(C)C)c2ccc(Cl)cc2n1O,6,.,-4,8,7,-4,-1,2
CC(=O)c1cccc(NC(=O)COc2cc3oc(=O)c(CC(C)O)c(C)c3cc2Cl)c1 (stereo unspecified),-28,.,-19,0,-2,41,-1,.
CCCN1C[C@@H](C)[C@H](OC)CN(C)C(=O)c2ccc(NS(=O)(=O)c3ccccc3)cc2OC[C@@H]1C,35,6,.,-1,-1,1,-6,3
O=C(NCc1ccc(F)cc1)C1CCCN(S(=O)(=O)c2cccnc2)C1 (stereo unspecified),.,-23,15,.,.,.,-10,-2
C[C@H]1[C@@H](c2ccccc2)Oc2c(Cl)cccc2S(=O)(=O)N1C,0,.,-13,-3,-6,7,0,.
CN1CCN(C(=O)c2ccc(-n3cccn3)nc2)CC1,3,-2,14,-6,-2,2,-2,.
C[C@@H]1CCCCO[C@H](CN(C)Cc2ccc(C(=O)O)cc2)[C@H](C)CN([C@H](C)CO)C(=O)c2cc(NS(=O)(=O)c3cn(C)cn3)ccc2O1,.,2,-8,.,0,-24,.,-4
Cn1cnc(CCNC(=O)C[C@@H]2CC[C@H]3[C@@H](COC[C@H](O)CN3C(=O)C3CC3)O2)c1,6,2,-7,2,-3,-2,-11,0
COc1cccc(NC(=O)N2CCCC2)c1,-2,0,9,0,-11,-3,.,2
COc1cc(CN2C[C@@H](CO)O[C@@H](n3cnc4c(N5CCN(C)CC5)ncnc43)C2)cc(OC)c1OC,-1,1,-8,-1,-15,-15,-5,0
Cn1cccc1/C=N/NC(=O)Cc1ccccc1,-2,3,1,-3,-3,-9,-6,2
CCOC(=O)C(CC)n1cnc2c(nnn2-c2ccc(OC)cc2)c1=O (stereo unspecified),.,0,.,.,.,7,7,4
Cc1cccc(C(=O)N2CCC(=O)N([C@H](COCc3cccc(Cl)c3)Cc3ccccc3)CC2)c1,18,.,11,.,20,14,4,.
S=c1[nH]nc(-c2ccccc2)c2ccccc12,-2,.,-7,-5,7,22,.,3
Cc1ccc(S(=O)(=O)N2CCN(C(=O)CCc3nc4ccccc4c(=O)[nH]3)CC2)c(C)c1,8,2,15,-2,3,3,8,-1
CC1(O)CC(c2ccc(Cl)cc2)=NN1C(=O)c1ccc([N+](=O)[O-])cc1 (stereo unspecified),9,4,0,7,2,32,3,.
Cc1noc(C)c1S(=O)(=O)N(C)C[C@@H]1Oc2ccc(NS(=O)(=O)c3ccc(Cl)cc3)cc2CC(=O)N([C@H](C)CO)C[C@@H]1C,-1,-3,-1,1,5,24,.,-4
O=C(OCc1nc2ccsc2c(=O)[nH]1)c1ccc(Cl)nc1,-3,2,-14,-2,12,13,3,-6
O=C(O)c1ccccc1C(c1ccc(O)cc1)c1ccc(O)cc1,2,-2,16,-3,17,1,2,-2
O=C(O)c1cccc(NS(=O)(=O)c2cccc(C(=O)Nc3ccccc3[N+](=O)[O-])c2)c1,-6,5,-37,-2,7,13,1,-5
CCOc1ccc(S(=O)(=O)N(C)c2ccc(OCC(=O)Nc3nc(-c4cc(OC)ccc4OC)cs3)cc2)cc1,-11,.,28,-2,-9,.,1,-6
CC(C)CC#Cc1ccc2c(c1)O[C@H](CN(C)C(=O)c1ccccc1)[C@H](C)CN([C@@H](C)CO)S2(=O)=O,-1,8,.,1,10,7,.,1
Cc1ccc(S(=O)(=O)N(C)C[C@@H]2OCCCC[C@@H](C)Oc3ccc(NC(=O)Nc4ccc(C(F)(F)F)cc4)cc3C(=O)N([C@H](C)CO)C[C@@H]2C)cc1,-15,6,17,3,-14,-11,-1,0
Cc1noc(C)c1NC(=O)Nc1ccc2c(c1)CC(=O)N([C@@H](C)CO)C[C@@H](C)[C@H](CN(C)CC1CCCCC1)O2,2,6,.,1,-1,8,.,7
Cc1noc(C)c1NC(=O)N[C@@H]1C=C[C@H](CC(=O)Nc2ccccc2)O[C@@H]1CO,-5,-10,.,2,-1,-5,.,-1
CCS(=O)(=O)N1CC(=O)N2[C@H](CO)[C@@H](c3ccc(-c4ccccc4)cc3)[C@@H]2C1,-8,7,.,1,.,18,.,.

# An excerpt of these results, as tab-separated lines:
SMILES	S100A4 inh HTS	PGC1a acetyl inh	PAX8 reporter	ERAP1 HTS inh	EWS-Fli inh	LGR2 inh	FN deposit inh	PglD DTNB
Cc1noc(C)c1NC(=O)Nc1ccc2c(c1)C(=O)N([C@@H](C)CO)C[C@H](C)[C@H](CN(C)S(=O)(=O)c1cccs1)OCCCC[C@H](C)O2	-17	.	1	-2	7	-5	0	0
Cc1ccc(S(=O)(=O)N2CCN(C(=O)CCc3nc4ccccc4c(=O)[nH]3)CC2)c(C)c1	8	2	15	-2	3	3	8	-1

# More records:
SMILES,S100A4 inh HTS,PGC1a acetyl inh,PAX8 reporter,ERAP1 HTS inh,EWS-Fli inh,LGR2 inh,FN deposit inh,PglD DTNB
COC(=O)c1cc2c(c3c4cc(F)ccc4n(S(=O)(=O)c4ccc(OC)cc4)c13)C(=O)N(Cc1ccccc1OC)C2,7,.,2,-3,2,-10,-4,.
CCC(=O)N(C)C[C@H]1Oc2ncc(-c3ccc(C(=O)N(C)C)cc3)cc2C(=O)N([C@H](C)CO)C[C@H]1C,40,-6,.,-1,-1,-7,.,0
COc1cccc(C(=O)N2CCN(C(=O)c3cccs3)CC2)c1OC,.,5,-8,.,.,.,-3,-11
Cc1cc(C)nc(N2N=C(CSc3ccc(Cl)cc3)CC2=O)n1,9,8,15,2,6,3,-6,.
COc1ccc2c3c(cccc13)C(=O)CC2,166*,.,-5,3,10,30,-10,.
CCCC(=O)Nc1ccc(N2CCN(C(=O)CCC)CC2)cc1,.,5,-2,.,.,.,-8,-2
CO[C@H]1CN(C)C(=O)c2cc(NC(=O)C3CC3)ccc2OC[C@@H](C)N(C(=O)c2ccccn2)C[C@@H]1C,.,14,.,.,4,10,1,.
CCOC(=O)c1cn2nc(Oc3ccc(C)cc3)ccc2n1,3,9,-32,5,-15,-20,-4,3
O=C(N[C@H]1CC[C@@H](CCNS(=O)(=O)Cc2ccccc2)O[C@@H]1CO)c1ccccc1F,3,8,-11,-1,-8,27,1,1
Cc1ccc2c(c1)N(C(=O)CCC(=O)NC1CCCCCC1)CC(C)O2 (stereo unspecified),2,5,2,0,9,1,-3,9
COc1ccc(NC(C)C(=O)N/N=C/c2c(O)ccc3ccccc23)cc1 (stereo unspecified),1,-4,29,-7,2,19,2,3
O=C(CSc1nnc(NC(=O)c2ccco2)s1)Nc1ccc(F)cc1F,-2,3,.,1,-9,-4,0,-6

# From PubChem
